CHT block – inhibitors of human choline transporter CHT | AID 488975, 2010 | B-score at 10 µM | CHT-expressing cells, membrane potential dye, choline response; stronger effect = lower value | 0.86% of 310,000 active;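 active means B-score over 3 SD under the library average, and starting fluorescence ratio not unusually high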;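 further: choline stimulus applied at its EC90 after an EC20 pre-addition; B-score computed on integrated fluorescence ratio after choline addition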
Target sequence (Q9GZV3 whole entry, looked up): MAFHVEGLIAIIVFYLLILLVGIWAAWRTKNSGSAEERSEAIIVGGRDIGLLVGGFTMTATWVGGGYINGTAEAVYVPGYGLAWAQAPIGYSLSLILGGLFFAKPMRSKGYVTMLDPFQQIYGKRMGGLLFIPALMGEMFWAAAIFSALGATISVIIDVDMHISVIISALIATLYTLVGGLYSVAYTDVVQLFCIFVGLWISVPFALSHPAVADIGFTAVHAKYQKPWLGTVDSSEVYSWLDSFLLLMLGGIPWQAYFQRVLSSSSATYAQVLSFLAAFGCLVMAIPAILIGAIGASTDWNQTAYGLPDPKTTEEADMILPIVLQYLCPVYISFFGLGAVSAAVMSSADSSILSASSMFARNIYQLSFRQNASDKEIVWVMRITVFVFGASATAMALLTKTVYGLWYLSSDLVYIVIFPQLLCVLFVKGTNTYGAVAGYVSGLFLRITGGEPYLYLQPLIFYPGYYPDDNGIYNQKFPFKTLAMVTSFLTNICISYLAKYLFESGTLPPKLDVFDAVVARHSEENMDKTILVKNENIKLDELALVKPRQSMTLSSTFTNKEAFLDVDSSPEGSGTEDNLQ
KCNQ2 block – KCNQ2 potassium channel inhibitors, primary screen, cell-based, CHO-K1, FluxOR thallium flux, B-score (AID 2156); Potassium voltage-gated channel subfamily KQT member 2 (Rattus norvegicus), O88943; 20 min; stronger effect = lower value; B-score at 10 µM; 1.1% of 310,000 active;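 active means fluorescence ratio B-score at most minus 3 library SDs, with starting brightness B-score within 2 library SDs, cut at about -5.5 in these data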
Starred values were filed as active, the others as inactive; i = inactive; · = no result given.

CHT block,KCNQ2 block,smiles
i,i,Cc1ccc(OCC(=O)Nc2ccc3c(c2)nc2n3CCOC2)cc1
i,i,NC(=O)CC(NC(=O)c1ccccc1)c1ccc(N2CCN(c3ccc(F)cc3)CC2)c([N+](=O)[O-])c1 (configuration not stated)
i,i,Cc1cc(=O)[nH]c(SCn2nnc3ccccc3c2=O)n1
i,i,O=C(Nc1ccccn1)C1CCN(S(=O)(=O)c2cccs2)CC1
i,i,Cn1c(=O)c2c(nc(N/N=C/c3ccc(OC(=O)c4ccco4)cc3)n2Cc2ccccc2Cl)n(C)c1=O
i,i,CSc1ccccc1NC(=O)CN(C)CC(=O)Nc1c(F)cccc1F
i,i,CCn1c(=S)sc2c(=O)n(CC(=O)Nc3ccc(Cl)cc3)c(C)nc21
i,i,CCSc1nnc(NC(=O)C2CC=CCC2C(=O)O)s1 (configuration not stated)
i,i,N/C(=N\OCc1ccc([N+](=O)[O-])cc1)c1ccncc1
i,i,O=C(O)CCN1/C(=C/C=Nc2ccccc2)Oc2ccccc21
i,i,COc1ccc(-c2nnc(SCC(=O)NC(C)c3ccccc3)o2)cc1 (configuration not stated)
i,i,N#C[C@]1(S(=O)(=O)c2ccccc2)C[C@@H]2ON=C(c3cccc(Br)c3)[C@@H]2C1
i,i,CCCOC(=O)C1C2C=C[C@]3(CN(CCc4ccccc4)C(=O)[C@H]13)O2 (some centres not stated)
i,i,COc1ccc(C(=O)/C=C/NCc2ccc(C)cc2)cc1
i,i,CSc1sc(C(=O)NCC2CC2)c(-c2cccs2)c1C#N
i,i,CCCCNc1ccc(S(N)(=O)=O)cc1[N+](=O)[O-]
i,i,COc1ccc(N2CCN(C(=O)CN(C)S(=O)(=O)c3cccs3)CC2)cc1
i,i,O=C(CCSc1ccccc1)NCc1cccnc1
i,i,Cc1cccc(-n2nc([N+](=O)[O-])c(=NC3CCN(Cc4ccccc4)CC3)n2O)c1
i,i,Cc1ccc2nc3c(cc2c1)c(C)nn3-c1ccccc1
i,i,S=C1NCCNC(=S)NCCOCCOCCN1
i,i,COc1ccc(CCN2CC(C(=O)N3CCN(C(C)=O)CC3)CCC2=O)cc1 (configuration not stated)
i,i,N#C/C(=C/c1cc(Br)cs1)C(=O)NCC1CCCO1 (configuration not stated)
i,i,Cc1[nH]c2ccccc2c1C(=O)C(C)OC(=O)c1ccc(Cl)nc1 (configuration not stated)

Ordered by molecular weight (ascending): part of the list above.
CHT block,KCNQ2 block,smiles
i,i,N/C(=N\OCc1ccc([N+](=O)[O-])cc1)c1ccncc1
i,i,CCCCNc1ccc(S(N)(=O)=O)cc1[N+](=O)[O-]
i,i,COc1ccc(C(=O)/C=C/NCc2ccc(C)cc2)cc1
i,i,S=C1NCCNC(=S)NCCOCCOCCN1
i,i,O=C(O)CCN1/C(=C/C=Nc2ccccc2)Oc2ccccc21
i,i,CCSc1nnc(NC(=O)C2CC=CCC2C(=O)O)s1 (configuration not stated)
i,i,CSc1sc(C(=O)NCC2CC2)c(-c2cccs2)c1C#N
i,i,N#C/C(=C/c1cc(Br)cs1)C(=O)NCC1CCCO1 (configuration not stated)
i,i,Cc1[nH]c2ccccc2c1C(=O)C(C)OC(=O)c1ccc(Cl)nc1 (configuration not stated)
i,i,COc1ccc(-c2nnc(SCC(=O)NC(C)c3ccccc3)o2)cc1 (configuration not stated)
i,i,CSc1ccccc1NC(=O)CN(C)CC(=O)Nc1c(F)cccc1F
i,i,COc1ccc(CCN2CC(C(=O)N3CCN(C(C)=O)CC3)CCC2=O)cc1 (configuration not stated)
i,i,CCn1c(=S)sc2c(=O)n(CC(=O)Nc3ccc(Cl)cc3)c(C)nc21
i,i,Cc1cccc(-n2nc([N+](=O)[O-])c(=NC3CCN(Cc4ccccc4)CC3)n2O)c1
i,i,COc1ccc(N2CCN(C(=O)CN(C)S(=O)(=O)c3cccs3)CC2)cc1
i,i,N#C[C@]1(S(=O)(=O)c2ccccc2)C[C@@H]2ON=C(c3cccc(Br)c3)[C@@H]2C1
i,i,Cn1c(=O)c2c(nc(N/N=C/c3ccc(OC(=O)c4ccco4)cc3)n2Cc2ccccc2Cl)n(C)c1=O

The list goes on.
CHT block,KCNQ2 block,smiles
i,i,O=C(CN1CCN(c2nc(-c3ccc(F)cc3)cs2)CC1)Nc1ccc2c(c1)OCO2
i,i,O=C(NC(=S)NCC1COc2ccccc2O1)c1ccccc1 (configuration not stated)
i,i,CC(C)(C)NC(=O)NCc1ccco1
i,i,CCOCC(O)CNC(=O)c1ccc2nc(Cc3ccc(OC)c(OC)c3)oc2c1 (configuration not stated)
i,i,O=C(COC(=O)/C=C/c1ccccc1)Nc1cccnc1Cl
i,i,COCCNC(=O)c1cc2cc(Br)cc(OC)c2oc1=O
i,i,Cc1ccc(-c2ccc(/C=C(\C#N)C(N)=S)n2C)cc1
i,i,CN(C)c1ccc(-n2cccc2)cc1
i,i,COc1ccc(C(=O)NC(=S)Nc2cc(C)ccn2)cc1[N+](=O)[O-]
i,i,Cc1cc(C)c(NC(=O)CN2C(=O)NC3(CCCc4ccccc43)C2=O)c(Cl)c1 (configuration not stated)
i,i,CCC(C)(C)NC(=O)C(c1cccc(OC)c1OC)N(CC(C)C)C(=O)CCC(=O)Nc1cc(C)on1 (configuration not stated)
i,i,Cc1ccccc1C(=O)Nc1ccccc1C(=O)N1CCC(C)CC1
i,i,Cc1cc(C)n(C(=O)c2ccccc2[N+](=O)[O-])n1
i,i,CCC(C)c1nc2c(c(N3CCC3=O)c1-c1ccccc1)CCCC2 (configuration not stated)
i,i,COc1ccccc1NC(=O)Cn1c(=O)n(-c2ccccc2)c(=O)c2oc3ccccc3c21
i,i,O=C(NC1CC2CCCC(C1)N2C(=O)Nc1ccccc1)C1CC1 (configuration not stated)
i,i,Cc1nn(C)c(C(=O)NNC(=S)NC2CCCCC2)c1Br
i,i,COC(=O)c1ccc2c(=O)n(CCN3CCOCC3)c(SCC(=O)c3ccccc3)nc2c1
i,i,COc1cc(S(=O)(=O)N2CCOCC2)ccc1F
i,i,COc1cc(OC)c(C(=O)O/N=C(\N)c2ccccc2)cc1OC
i,i,C=CCOc1ccc2ccccc2c1CNn1cn[nH]c1=S
i,i,O=C1c2ccccc2C(O)(c2ccccc2)N1c1ccncc1 (configuration not stated)
i,i,Cc1cc(NC(=O)c2ccc3c(c2)OCCO3)ccc1NC(=O)c1cc2ccccc2o1
i,i,O=S(=O)(c1ccc(NC(=S)NCc2ccco2)cc1)N1CCCCC1

An excerpt from above in order of number of heavy atoms, smallest number first.
CHT block,KCNQ2 block,smiles
i,i,COc1cc(S(=O)(=O)N2CCOCC2)ccc1F
i,i,COc1cc(OC)c(C(=O)O/N=C(\N)c2ccccc2)cc1OC
i,i,COC(=O)c1ccc2c(=O)n(CCN3CCOCC3)c(SCC(=O)c3ccccc3)nc2c1

(listing goes on)
CHT block,KCNQ2 block,smiles
i,i,Cc1nc(NC(=O)CSc2nnc(C3CC3)n2C)sc1C
i,i,Cc1ccc(S(=O)(=O)N2CCOC23CCN(S(=O)(=O)c2c(C)cc(C)cc2C)CC3)cc1
i,i,Cc1ccc(NC(=O)c2ccc(F)cc2F)cc1
i,i,CCOCC(=O)Nc1cc(C(=O)OC)ccc1C(=O)OC
i,i,CC1(C)Cc2c(sc(NC(=O)COc3cccc4ccccc34)c2C#N)C(C)(C)N1
i,i,O=c1c2ccccc2nc(/C=C/c2cc(Br)ccc2O)n1CCCO
i,i,COc1cc(OC)cc(C(=O)NCCc2ccc(OC)c(OC)c2)c1
i,i,C[C@H](NC(=O)c1nc[nH]c1C(=O)N1CCN(c2ccccc2)CC1)C(=O)OC(C)(C)C
i,i,O=C(Nc1cccc(O)c1)c1ccc(NC(=O)C2CCCO2)cc1 (configuration not stated)
i,i,c1ccc(Oc2nc(-c3ccccn3)nc3ccccc23)cc1
i,i,CCC(C)c1ccc(NC(=S)N2CCN(S(C)(=O)=O)CC2)cc1 (configuration not stated)
i,·,CCc1c(C)[nH]n(-c2ccc(Oc3ccccc3)c(S(=O)(=O)O)c2)c1=O
i,i,CN(Cc1ccccc1)C(=O)c1nc2ccccn2c1CNCCOc1cccnc1
i,i,CCOc1ncccc1C(=O)Nc1ccc(F)cc1
i,i,CCOC(=O)c1c(C)[nH]c(C(=O)OCC(=O)N2CCc3ccccc32)c1C
i,i,COCCN(C(=O)COC(=O)CCC(=O)c1ccc(Cl)cc1)c1c(N)n(Cc2ccccc2)c(=O)[nH]c1=O
i,i,NC(=O)C1CCN(CC(=O)Nc2cccc(C(=O)Nc3cccc(C(F)(F)F)c3)c2)CC1
i,i,CCCSc1nnc(NC(=O)Nc2ccc(F)cc2)s1
i,i,COc1ccc(C2Nc3ccccc3C(=O)N2c2ccc(C)cc2)cc1Cn1cc([N+](=O)[O-])cn1 (configuration not stated)
i,i,O=C(NCCN1CCOCC1)c1ccc(N2CCCC2)c([N+](=O)[O-])c1
i,i,CCN(CC)c1nc(N)nc(NS(=O)(=O)c2ccc(Cl)cc2)n1
i,i,CCCS(=O)(=O)NCCc1csc(-c2ccc(OC)c(OC)c2)n1
i,i,O=S(=O)(c1ccc(Sc2nnc3ccccn23)nc1)N1CCOCC1
·,i,COc1ccc(F)cc1S(=O)(=O)N1CCC2(CC1)OCCN2S(=O)(=O)c1ccccc1
i,-7.3*,COc1ccc(-c2nc(CSCC(=O)NC3CCCc4ccccc43)c(C)o2)cc1 (configuration not stated)
i,i,Cc1cc(N/C=C/C(=O)c2ccc(Br)cc2)no1
i,i,O=C(NC1CCCCC1)C1CCCN(S(=O)(=O)c2ccc(Br)s2)C1 (configuration not stated)
i,i,CCn1c(CC(=O)Nc2ccccc2C)nnc1SCC(=O)Nc1nncs1
i,i,CS/C(=C\[N+](=O)[O-])Nc1ccc(F)cc1
i,-5.8*,Cc1cc(Cl)c2oc(C(=O)N(C)C(C)c3ccccn3)c(C)c2c1 (configuration not stated)
i,i,CCn1c(NCc2ccccc2NS(=O)(=O)c2ccc(C)cc2)nc2ccccc21
i,i,CCCCCCOC(=O)c1ccc(NC(=O)c2cc(OC)c(OC)c(OC)c2Br)cc1
i,i,NS(=O)(=O)c1ccc(CNS(=O)(=O)c2ccc3ccccc3c2)cc1
i,i,COc1cccc(CNc2ncn[nH]2)c1OCc1ccccc1F
i,i,O=C(CN1C(=O)c2ccccc2S1(=O)=O)N1CCN(c2ccc(F)cc2)CC1
i,i,CC(C)(C)n1cnc2cc(NS(=O)(=O)c3ccccc3)ccc21
i,i,CCc1c(C)c2ccc(OC3CCCCC3=O)cc2oc1=O (configuration not stated)
i,i,CCOC(=O)CSc1nc(NC#N)nc(N(CC)CC)n1
i,i,COc1ccc(C(=O)OC(C)CN2CCOCC2)cc1OC (configuration not stated)
i,i,O=C1CC(C(=O)Nc2ccccc2)C2(CCCCC2)O1 (configuration not stated)
i,i,NC(=S)N/N=C/c1coc2c(ccc3ccccc32)c1=O
i,i,O=C(CSc1nc2ccc(Cl)cc2[nH]1)N1CCN(C(=O)c2ccco2)CC1
i,i,O=C(Cn1cc2c(n1)CCCC2)NCc1cccs1
i,i,Cc1cc(NC(=O)CSc2nnnn2-c2ccccc2F)no1
i,i,O=C(Nc1ccccc1F)c1coc(=O)c(Br)c1
i,i,Cc1ccc(-n2c(COc3cccc(C)c3)n[nH]c2=S)cc1
i,i,O=C(Nc1ccccc1F)Nc1ccccc1F
i,i,CCSc1ccc([C@@H]2[C@@H]3C(=O)N(CC)C(=O)[C@@H]3[C@]3(C(=O)OC)CCCCN23)cc1OC
i,i,FC(F)(F)c1cccc(CNC(=S)Nc2ccccc2)c1
i,i,COc1ccccc1N1CCN(S(=O)(=O)CCNC(=O)c2cc(OC)c(OC)c(OC)c2)CC1
i,i,CN(C)c1ccc(C(=O)OCC(=O)NC2CCCCC2)cc1
i,i,CN(C)S(=O)(=O)c1cccc(NC(=O)COc2nc3ccccc3nc2N2CCOCC2)c1
i,i,CC1CC(C)CN(c2cc(=O)n(Cc3ccc(F)cc3)c(=O)[nH]2)C1 (configuration not stated)
i,i,Fc1ccc(CNC2CCN(Cc3ccccc3)CC2)cc1
i,i,CCS(=O)(=O)N1CCCC(C(=O)NCCCN(C)Cc2ccccc2)C1 (configuration not stated)
i,i,CC(C)(C)N1C(=O)[C@H]2[C@@H](c3ccc(Br)cc3)N3C(=O)N(c4cccc(Cl)c4)C(=O)[C@@]3(Cc3ccccc3)[C@H]2C1=O
i,i,CCN(Cc1ccccc1)C(=O)CSc1nc(C)cc2c1C(=O)OC2
i,i,O=C(NCc1ccccc1)C(=O)Nc1nccs1
i,i,CCC(=O)N(Cc1cc(=O)[nH]c2ccccc12)c1ccccc1OC
i,i,CC(C)(C)Cc1nnc(NC(=O)CCC2CCCCC2)s1

Continued.
CHT block,KCNQ2 block,smiles
i,i,CCC(CC)C(=O)N1CCCC(c2nc(-c3cccs3)no2)C1 (configuration not stated)
i,i,Cc1cccc(N2CCN(CC3CCCCC3)CC2)c1C
i,i,CCCCS(=O)(=O)N1CCCC(C(=O)Oc2ccc(Cl)cc2)C1 (configuration not stated)
i,i,Cc1nc2c(C)cccc2c2c1COC2
i,i,Cc1ccccc1C(=O)NCC(=O)c1ccccc1
i,i,COc1cc2[nH]c(C(=O)N3CCc4ccccc4C3)cc2c(OC)c1OC
i,i,COc1ccc(/C=N/NC(=O)c2csc(-n3nc(C)cc3C(F)(F)F)n2)cc1
i,i,CCn1c(=O)c2cc(C(=O)N(C)CC(OC)OC)sc2c2ccccc21
i,i,CC(C)[C@H](NC(=O)N1CC(=O)Nc2ccccc21)C(=O)N[C@@H](Cc1c[nH]c2ccccc12)C(=O)O
i,i,CCOc1ccc(-c2nc(C#N)c(NCC(C)C)o2)cc1
i,i,COc1cccc(NC(=O)CCS(=O)(=O)c2cc3c(cc2Cl)NC(=O)CO3)c1
i,i,CCSc1nnc(NC(=O)C(C(F)(F)F)C(F)(F)F)s1
i,i,O=C(NCc1cccc(C(F)(F)F)c1)c1cccc(S(=O)(=O)NCc2ccccc2)c1
i,i,CCCN1CNC(=S)N(c2ccc(C(=O)OCC)cc2)C1
i,i,O=C(O)c1sccc1Oc1ccc(NS(=O)(=O)c2ccc(Cl)cc2)cc1
i,i,O=C(NCc1ccco1)Nc1ccc(Br)cc1Cl
i,·,CC(=O)Nc1ccc(N2S(=O)(=O)c3ccccc3S2(=O)=O)cc1

Source: PubChem BioAssay
